USP1 inh – Inhibitors of USP1/UAF1: Primary Screen. Ubiquitin carboxyl-terminal hydrolase 1 (Homo sapiens), O94782. recombinant USP1/UAF1, Ub-Rhodamine cleavage fluorescence. Potency, µM (series often up to 57.1 µM), for inactives: top-dose activity change, negative = inhibition, actives largely listed as inhibitors. 390,000 tested, 0.23% active. AID 743255, 2014; note: potency is the fitted concentration of half-maximal effect; % is set by controls: 0 for no effect and ±100 for the full control effect; nearly all actives have a fitted effect of over 60% in size; inactives centre near -12
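High-throughput fluorogenic screen: 1nM USP1/UAF1 complex, Ub-Rho substrate 150nM final, 50mM HEPES pH 7.8 with 0.5mM EDTA, 0.1 mg/ml BSA, 1mM TCEP and 0.01% Tween-20.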
D2 antag – HTS Assay for Allosteric Antagonists of the Human D2 Dopamine Receptor: Primary Screen for Antagonists; D(2) dopamine receptor (Homo sapiens), P14416; HEK293 TREx D2 cells, calcium flux, dopamine EC80; inhibition, % at 10 µM; 340,000 tested, 2% active; AID 485344, 2010; in the data active = inhibition above about 30%; note: 0% is about no effect
Target sequence (P14416 whole entry, looked up): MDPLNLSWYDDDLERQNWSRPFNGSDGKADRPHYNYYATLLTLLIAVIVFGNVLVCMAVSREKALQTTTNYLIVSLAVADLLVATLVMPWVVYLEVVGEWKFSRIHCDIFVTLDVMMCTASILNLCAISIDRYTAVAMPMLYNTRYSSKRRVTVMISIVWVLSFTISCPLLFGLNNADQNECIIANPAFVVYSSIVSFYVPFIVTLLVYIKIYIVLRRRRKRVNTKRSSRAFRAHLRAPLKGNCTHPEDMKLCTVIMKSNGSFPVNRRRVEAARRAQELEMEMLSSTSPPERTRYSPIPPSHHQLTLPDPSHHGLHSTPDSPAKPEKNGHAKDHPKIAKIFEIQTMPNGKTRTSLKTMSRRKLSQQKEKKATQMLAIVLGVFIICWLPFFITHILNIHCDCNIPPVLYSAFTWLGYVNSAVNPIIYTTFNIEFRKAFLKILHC
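Tetracycline-induced HEK293 T-REx cells expressing D2 force-coupled to calcium signalling were dye-loaded, exposed to compound for 180 s, then challenged with an EC80 of dopamine; calcium flux was followed kinetically for a further 180 s.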
rTrxR1 inhibitor – qHTS Assay for Inhibitors of Mammalian Selenoprotein Thioredoxin Reductase 1 (TrxR1): qHTS; Potency, µM (titrated, usually from 114 µM), for inactives: at the top dose activity change, negative = inhibition, hits mostly inhibitors; 390,000 tested, 1% active; Thioredoxin reductase 1, cytoplasmic (Rattus norvegicus), O89049; recombinant rTrxR1, NADPH fluorescence consumption, selenite substrate; note: potency is the fitted concentration of half-maximal effect; % is set by controls: 0 for no effect and ±100 for the full control effect; nearly all actives have a fitted effect of over 65% in size
Target sequence (O89049 whole entry, looked up): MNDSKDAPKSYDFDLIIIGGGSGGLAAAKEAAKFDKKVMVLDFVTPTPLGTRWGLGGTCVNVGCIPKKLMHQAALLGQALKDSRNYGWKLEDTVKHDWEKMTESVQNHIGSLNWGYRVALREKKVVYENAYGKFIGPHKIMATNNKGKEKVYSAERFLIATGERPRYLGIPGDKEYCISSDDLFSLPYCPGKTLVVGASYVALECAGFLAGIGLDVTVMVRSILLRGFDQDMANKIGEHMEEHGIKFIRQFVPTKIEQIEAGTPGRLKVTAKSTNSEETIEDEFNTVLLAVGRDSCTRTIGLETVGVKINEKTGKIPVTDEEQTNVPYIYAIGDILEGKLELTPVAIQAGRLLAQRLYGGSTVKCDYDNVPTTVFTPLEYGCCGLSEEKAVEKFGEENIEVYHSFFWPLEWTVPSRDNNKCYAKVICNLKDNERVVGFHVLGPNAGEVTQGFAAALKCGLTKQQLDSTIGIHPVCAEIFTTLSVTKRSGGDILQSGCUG
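Rat TrxR1 (90 nM in the dispensed reagent) was pre-reduced with 400 uM NADPH for 5 min at room temperature, then incubated with compound for 15 min. After 400 uM selenite was added, NADPH fluorescence (Ex 340/Em 450 nm) was followed for 8 min.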
mIDH1 inhibitor – qHTS for Inhibitors of mutant isocitrate dehydrogenase 1 (IDH1): qHTS; IDH1-R132H enzyme, NADPH consumption, diaphorase/resazurin fluorescence; Isocitrate dehydrogenase [NADP] cytoplasmic (Homo sapiens), O75874; 390,000 tested, 0.093% active; Potency, µM (titrated, usually from 76.6 µM), without a hit: at the highest dose activity change, negative = inhibition, actives largely listed as inhibitors; note: potency is the fitted concentration of half-maximal effect; % is set by controls: 0 for no effect and ±100 for the full control effect; nearly all actives have a fitted effect of over 65% in size
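IDH1-R132H (0.5 ug/mL) preincubated 30 min with compound, then NADPH (0.016 mM) and alpha-KG (2 mM) added; 80 min at RT, pH 7.5. Remaining NADPH coupled via diaphorase/resazurin to fluorescence (540/590 nm); concentration-response curves normalized to no-enzyme control.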
TRHR PAM – qHTS for Small Molecule Agonists and Allosteric Enhancers of Human TRH Receptor: Primary Screen for Enhancers; enhancement, % at 2 µM; 360,000 tested, 0.66% active; TRHR cells, fluo-8 calcium fluorescence, EC20 TRH enhancement; Thyrotropin-releasing hormone receptor (Homo sapiens), P34981; in the data active = enhancement above about 30%; note: 0% is about no effect
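TRHR-expressing cells loaded with fluo-8 calcium dye were read kinetically (ex 480/em 530) during compound addition, then stimulated with an EC20 of TRH (10 nM final). Enhancement of the Gq-mediated intracellular calcium response was scored.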
TRHR agonist – qHTS for Small Molecule Agonists and Allosteric Enhancers of Human TRH Receptor: Primary Screen for Agonists | Thyrotropin-releasing hormone receptor (Homo sapiens), P34981 | TRHR cells, calcium flux fluo-8, FDSS agonist mode | activation, % at 2 µM | 360,000 tested, 0.18% active | AID 493084, 2011; in the data active = activation above about 30%; note: 0% is about no effect
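Read-out: compound-evoked intracellular calcium rise in TRHR cells, fluo-8 dye, kinetic FDSS fluorescence at 1 s/cycle following a 10-cycle baseline. Cells cultured overnight before dye loading (30 min–1.5 h, RT).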
PI4K2A block – qHTS for small molecular inhibitors of PI4K2A | purified PI4K2A, ADP-Glo luminescence, 1 h; stronger effect = lower value | activity change, negative = inhibition, % at 76.9 µM | 420,000 tested, 0.13% active; in the data active = activity change below about -50%; inconclusive = mostly about -30% to -49%;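 note: -100% = wells without enzyme as full effect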
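In this quantitative HTS, ADP production by PI4K2A was quantified luminescently after 1 h at ambient temperature; 100 microM adenosine served as plate-quality control.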
TrxR1 substrate – qHTS Assay for Substrates of Mammalian Selenoprotein Thioredoxin Reductase 1 (TrxR1): qHTS; Thioredoxin reductase 1, cytoplasmic (Rattus norvegicus), O89049; purified TrxR1 substrate turnover, NADPH consumption readout; Potency, µM (series often up to 114 µM), for inactives: at the top dose activity change, negative = substrate turnover; 390,000 tested, 0.01% active; note: potency is the fitted concentration of half-maximal effect; % is set by controls: 0 for no effect and ±100 for the full control effect; nearly all actives have a fitted effect of over 50% in size
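Rat TrxR1, dispensed at 90 nM, was prereduced with 400 uM NADPH (final) for 5 min at ~22 deg C, then incubated with compound 15 min before 400 uM selenite. A first-read NADPH fluorescence drop versus no-compound background flagged substrates.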
D2 ag – HTS Assay for Allosteric Agonists of the Human D2 Dopamine Receptor: Primary Screen for Agonists. D(2) dopamine receptor (Homo sapiens), P14416. HEK293 T-REx D2 cells, calcium flux agonist mode. activation, % at 2 µM. 340,000 tested, 0.53% active;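 active = activation over 3 SD above normal in the single-dose calcium agonist read, cut at about 30% in these data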; note: 0% is about no effect
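Agonism is scored from calcium flux in a force-coupled, inducible HEK293 cell line expressing D2, read kinetically for 180 s after compound addition against dopamine controls.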
* marks the source's active call; other numbers are inactive results; ? = inconclusive; / = not tested or not shown; [ ] = dose if it differs, or a comment. Unless noted, calls come from the whole dose curve; as a rule, active = well fitted inhibition curve with a large enough effect; inconclusive = small, poorly fitted or top-dose-only effect; inactive = no such curve, though single readings can be large or run the other way.

Under each structure: USP1 inh	D2 antag	rTrxR1 inhibitor	mIDH1 inhibitor	TRHR PAM	TRHR agonist	PI4K2A block	TrxR1 substrate	D2 ag
COc1cccc(OC(=O)CSc2nnc(-c3cccs3)o2)c1
 : -12.9%	/	-1.2%	0.2%	-1.7	0.6	1.8	-2.9%	0.3
O=[N+]([O-])c1cccnc1Oc1ccccc1F
 : -8.7%	/	24.2%[57.1 µM]	3.1%	2.6	-0.7	2.9	7.7%[57.1 µM]	/
O=C1COc2ccc(-c3cc(-c4ccc(F)cc4)c4c(n3)-c3ccccc3OC4)cc2N1
 : -17.8%	/	35.6%[11.4 µM]	-7.8%	-3.4	0.7	5.0	18.4%[11.4 µM]	-0.1
Cc1ccc(S(=O)(=O)N2CCN(C(=O)c3cc4c(s3)CCC(C)C4)CC2)cc1 (centres undefined)
 : -9.0%	-8.9	-5.3%	-2.1%	-6.5	-0.1	3.3	-5.3%	-0.9
CC(C)CCNC(=O)CO/N=C/c1ccccc1OC(F)F
 : -2.3%	3.4	6.5%	6.3%	7.2	-0.2	3.5	-3.8%	-0.6
Cc1cnc(C(=O)OCC(=O)Nc2ccccc2-c2ccccc2)cn1
 : -15.0%	-7.3	10.8%	9.6%	3.8	0.0	-3.0	-4.2%	-0.5
Cc1cc(Cl)c2oc(C(=O)N3CCC(O)(c4ccccc4)CC3)c(C)c2c1
 : -18.6%	5.3	24.1%[2.29 µM]	6.9%	8.8	0.9	-4.2	1.9%	-0.7
COc1ccc(NC(=O)Nc2ccc3nccnc3c2)cc1
 : -9.2%	-1.7	24.7%[57.1 µM]	3.6%	1.9	-0.3	-3.5	13.5%[57.1 µM]	-0.4
COc1ccc(CC(NC(C)=O)C(=O)NC2CCN(C(=O)Nc3ccccc3Cl)CC2)cc1OC (centres undefined)
 : 4.1%	-7.8	-4.9%	-0.1%	5.5	0.8	0.5	-4.1%	0.8
N#Cc1ccc(Oc2ccc(C(N)=O)cc2)cc1C#N
 : -6.2%	-39.7	21.7%[57.1 µM]	9.9%	2.4	0.3	-1.8	3.9%[57.1 µM]	0.0
Cc1ccc(-c2nc(-c3ccncc3)no2)cc1
 : -4.0%	15.3	27.2%[57.1 µM]	4.7%	-8.5	-0.1	0.9	12.2%[57.1 µM]	0.6
COc1ccccc1NC(=O)CSc1nnc(-c2ccoc2C)n1CCc1ccccc1
 : -25.2%	-4.4	-4.2%	6.8%	-9.9	0.0	-0.8	-4.3%	-1.0
CC(CCc1ccccc1)NC(=O)COC(=O)c1cccc2ccccc12 (centres undefined)
 : -14.7%	10.9	2.0%	3.4%	14.3	0.4	1.2	21.2%	-1.4
O=C(NCc1ccccc1)c1ccc2ccccc2n1
 : -22.7%	2.0	-5.0%[57.1 µM]	9.9%	13.6	-0.1	3.1	-2.6%[57.1 µM]	0.1
COc1ccccc1NC(=O)OCC#CCOC(=O)Nc1ccccc1OC
 : -15.9%	1.5	16.9%[57.1 µM]	12.9%	1.8	-1.4	-2.9	3.8%	-2.0

Structures shown so far that contain four or more nitrogen atoms:
Under each structure: USP1 inh	D2 antag	rTrxR1 inhibitor	mIDH1 inhibitor	TRHR PAM	TRHR agonist	PI4K2A block	TrxR1 substrate	D2 ag
COc1ccc(NC(=O)Nc2ccc3nccnc3c2)cc1
 : -9.2%	-1.7	24.7%[57.1 µM]	3.6%	1.9	-0.3	-3.5	13.5%[57.1 µM]	-0.4
COc1ccc(CC(NC(C)=O)C(=O)NC2CCN(C(=O)Nc3ccccc3Cl)CC2)cc1OC (centres undefined)
 : 4.1%	-7.8	-4.9%	-0.1%	5.5	0.8	0.5	-4.1%	0.8
COc1ccccc1NC(=O)CSc1nnc(-c2ccoc2C)n1CCc1ccccc1
 : -25.2%	-4.4	-4.2%	6.8%	-9.9	0.0	-0.8	-4.3%	-1.0

Next part:
Under each structure: USP1 inh	D2 antag	rTrxR1 inhibitor	mIDH1 inhibitor	TRHR PAM	TRHR agonist	PI4K2A block	TrxR1 substrate	D2 ag
CCN1/C(=C2\C(=O)N(C)C(=S)N2C)C=Cc2ccccc21
 : 1.5%	11.0	-9.0%[57.1 µM]	-14.2%	-9.9	-0.3	-18.2	3.2%[57.1 µM]	-0.9
C[N+](C)(C)C(Cc1ccccc1)C(=O)[O-] (centres undefined)
 : -14.1%	-4.3	-1.6%	-8.7%	-6.7	-0.4	-3.3	5.2%	-1.0
COc1ccc(Cc2nnc(SCC(=O)Nc3ccc(C)c(C)c3)o2)cc1OC
 : -27.3%	13.1	26.7%	-6.1%	-2.0	-0.2	-2.0	3.1%	0.2
CC(C)(C)NC(=O)NC(=O)CSc1cccc(C(F)(F)F)c1
 : -25.9%	19.4	28.1%	0.0%	-0.5	0.0	-2.6	1.2%	0.8
COc1cccc(-c2cc(N3C(=O)Nc4ccccc4N3O)n[nH]2)c1
 : -16.3%	11.0	15.8%	3.0%	-8.2	0.1	4.2	8.5%	-0.2
COc1ccc2cc(S(=O)(=O)NCc3cccnc3)ccc2c1
 : -19.5%	5.6	17.1%	-5.3%	1.4	0.0	-0.6	2.9%	0.1
COc1ccccc1C(=O)NC(CCSC)C(=O)OCC(=O)N1CCN(S(=O)(=O)c2ccc(C)cc2)CC1 (centres undefined)
 : -6.1%	/	-12.6%	-2.6%	/	/	-0.8	-12.3%	/
O=C(CSc1nccc(=O)[nH]1)NC1CCCCCC1
 : -4.0%	/	-8.7%	1.0%	/	/	-3.3	-10.8%	/
CCCn1nnc(NC(=O)/C=C/c2cc(Br)ccc2OC)n1
 : -10.8%	-11.2	8.7%[57.1 µM]	-8.2%	0.2	0.4	6.3	7.9%[57.1 µM]	-0.2
O=C(c1ccco1)N1CCN(S(=O)(=O)c2ccc([N+](=O)[O-])cc2)CC1
 : -23.2%	-6.4	-11.2%	10.6%	2.5	0.8	-0.1	-0.5%	0.6
Cc1ccc(S(=O)(=O)N(C)C)cc1NC(=O)C1CCCCN1S(=O)(=O)c1ccccc1 (centres undefined)
 : -2.6%	6.3	-4.0%	-13.9%	-0.5	0.2	-1.8	-2.2%	0.1
CCOc1ccc(CCNC(=O)c2ccc(CSCc3ccccc3C)o2)cc1OCC
 : ?	/	2.7%[57.1 µM]	0.0%	-0.9	2.5	4.7	3.7%[57.1 µM]	0.8
O=C(NCCCN1CCN(c2cccc(Cl)c2)CC1)c1ccc2nc(Cc3ccccc3)oc2c1
 : -11.6%	/	32.6%[57.1 µM]	-5.6%	1.2	0.6	-2.0	5.1%[57.1 µM]	/
Cc1ccc(C(=O)N=c2sccn2C)o1
 : -7.7%	/	-6.1%	5.4%	2.3	2.1	1.1	-8.9%	/
O=C(CCOc1ccccc1)N1CCN(c2ccc(O)cc2)CC1
 : -20.1%	10.1	18.2%	5.6%	-3.5	-1.0	-19.9	4.4%	-0.9
O=C(Cn1c2ccc(F)cc2c2nc3n(c(=O)c21)CCS3)Nc1ccc(Cl)cc1F
 : -6.3%	-8.2	17.7%[57.1 µM]	-1.7%	3.9	-0.5	1.1	18.5%[57.1 µM]	-0.5
CCN(CC(=O)Nc1ccc(NC(C)=O)cc1)C(=O)C1CCN(C(=O)c2ccccc2C)CC1
 : -12.4%	/	4.5%[57.1 µM]	-6.1%	/	/	2.3	2.0%[57.1 µM]	/
O=C(N/N=C/c1sc(=O)n(-c2ccccc2)c1Cl)c1ccccc1
 : -18.6%	-0.2	?	10.9%	-2.9	1.0	-3.0	-15.7%	0.8
CCCSc1ccc([C@H]2N[C@@](Cc3ccccc3)(C(=O)OC)[C@H]3C(=O)N(CC)C(=O)[C@@H]23)cc1
 : -12.1%	3.2	21.6%[57.1 µM]	-1.2%	2.5	1.5	-1.2	4.6%[57.1 µM]	0.7
CN(C)CCCCCNCCCNC(=O)/C=N\O
 : ?	0.5	-12.0%	-0.7%	0.5	-0.3	0.3	11.4%	-0.2
COc1cc2oc(-c3ccc(O)cc3)cc(=O)c2c(O)c1OC
 : -11.3%	21.5	11.3%[57.1 µM]	-0.1%	-6.9	-1.1	-7.2	4.0%[57.1 µM]	-0.7
COc1cc(CNc2nnnn2C)ccc1OCc1c(F)cccc1Cl
 : -12.2%	-0.9	9.4%	-1.2%	8.5	0.2	17.1	7.7%[57.1 µM]	-0.2
Cc1ccc(NC(=O)c2oc3ccc(S(=O)(=O)N4CCCCC4)cc3c2C)c(C)c1
 : ?	/	16.9%[57.1 µM]	15.7%	1.4	-0.1	0.0	12.0%[57.1 µM]	-1.0
Cc1ccc(N2C(=O)C3Sc4[nH]c(=O)sc4C(c4ccccc4)C3C2=O)cc1 (centres undefined)
 : -10.0%	16.0	-8.7%	1.0%	0.9	0.0	2.7	-3.9%	0.7
CC(C)NC(=O)NC(=O)COC(=O)c1cccc(S(=O)(=O)N2CCCCC2)c1
 : -12.9%	/	-8.6%	1.6%	-1.3	-0.8	5.4	-4.9%	/
Cc1ccc(S(=O)(=O)NCc2csc(C)n2)cc1
 : -9.5%	17.7	8.6%	-3.7%	-6.1	-0.5	-0.3	-2.4%	-0.3
CCOc1ccc(C(C(=O)NC(C)(C)C)N(CCOC)C(=O)CCC(=O)Nc2nccs2)cc1 (centres undefined)
 : 7.9%	-12.2	5.6%	1.2%	-1.3	-0.5	-13.2	-2.7%	-3.2

Screening results as filed in PubChem.
